Bioassay records from PubChem BioAssay.
S3 lipid droplet = qHTS Assay for Lipid Storage Modulators in Drosophila S3 Cells; Drosophila S3 cells, BODIPY lipid droplet fluorescence, 18-24 h; cells fed with added oleic acid; lipid storage change, negative = inhibition, % at the top dose, mostly 46.1 µM; hits show Potency in µM; actives 0.64% (n = 320,000); AID 2685; active means well fitted inhibition curve with a large enough effect in the signal ratio, with a control signal flat, not every such curve was filed as active; inconclusive means small, poorly fitted or top-dose-only effect, or effect the other way, or a change in a side signal; the % refers to the signal ratio
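Drosophila S3 cells got compounds at several concentrations plus oleic acid (400 uM solution). Laser-scanning cytometry with 488 nm excitation read lipid droplets at 500-530 nm and cells at 575-640 nm. Percent activity was relative to 20 uM Triacsin C.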
S3 lipid droplet cell count max = further read-out of S3 lipid droplet, marked with its call; cell number change, %; measured here: cell count max response;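 cells counted by Cell Tracker Red CMTPX staining in the red channel; peak over a dose series mostly up to 46.1 µM; percent activity relative to internal control wells on each plate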
An asterisk follows results filed as active; i = inactive; u = inconclusive; x = not tested or not shown; [ ] = remark or other dose. On the % scale 0 is the no-effect control and ±100 the full control effect; potency means the concentration at half of the fitted maximal effect.

Start of the data: the first two records, to show the layout:
SMILES | S3 lipid droplet | S3 lipid droplet cell count max
Cc1cccc(OC(C)C(=O)NC2CCS(=O)(=O)C2)c1C (stereo not drawn) | -14% | 2
COc1ccc(/C=C/C(=O)C23CC4CC(CC(C4)C2)C3)cc1CN1CCOCC1 | u | x

The list itself, from the start:
SMILES | S3 lipid droplet | S3 lipid droplet cell count max
Cc1cccc(OC(C)C(=O)NC2CCS(=O)(=O)C2)c1C (stereo not drawn) | -14% | 2
COc1ccc(/C=C/C(=O)C23CC4CC(CC(C4)C2)C3)cc1CN1CCOCC1 | u | x
CCCN1CCN(C(=O)CN2C(=O)COc3ccc(S(=O)(=O)N(CC)CC)cc32)CC1 | 16% | x
O=C(Nc1ccc(C(=O)N2CCN(c3ccccc3F)CC2)cc1)C1=CSCCO1 | u | x
O=C(NCC(c1ccco1)N1CCc2ccccc21)c1cccc(F)c1 (stereo not drawn) | i | 16
CCNc1nc(NCC)nc(Oc2ccc(OCc3ccccc3)nn2)n1 | u | x
C[C@@H]1CC=C[C@H]2[C@H]1C(=O)N(Cc1ccccc1)[C@H]2c1ccc(F)c(-c2ccc(N(C)C)cc2)c1 | u | x
CCCn1c(N2CCN(CC(=O)NCc3cccs3)CC2)nc2ccccc21 | u | x
Cn1c(SCC(=O)NC2CCCC2)nnc1-c1ccc(S(=O)(=O)N2CCOCC2)cc1 | u | x
O=C1CCN(S(=O)(=O)c2cc(C(F)(F)F)ccc2Cl)CC1 | 7% | -1
CCc1cccc(Nc2c([N+](=O)[O-])cc(C(=O)N3CC(=O)Nc4ccccc43)cc2[N+](=O)[O-])c1 | u | x
CCC(=O)Nc1nnc(-c2cccs2)s1 | 2% | 7
CCOc1ccc(CSC(=N)N)cc1 | u | x
Cc1ccc(N=C2NC(=O)/C(=C/c3cccnc3)S2)cc1C | 6% | x
Cc1ccc(-c2noc(CN3C(C)CCCC3C)n2)cc1 (stereo not drawn) | u | x
COc1ccc(N(CC(=O)NCc2ccccc2)S(C)(=O)=O)cc1 | 6% | -3
CCn1ccc(C(=O)Nc2ccc(N(C)C(C)=O)cc2)n1 | u | x
CCCCCNC(=O)C1CC(=O)OC12CCCCC2 (stereo not drawn) | u | x
Cc1cc(=O)oc2cc(OCC(=O)Nc3c(Cl)cccc3C(F)(F)F)ccc12 | u | x
COc1ccc(C(NC(=O)C(C)C)c2ccc3cccnc3c2O)cc1 (stereo not drawn) | u | x
O=C(CN(Cc1cccs1)C(=O)CNS(=O)(=O)c1ccccc1)NCc1ccco1 | u | x
COCC(=O)Nc1nc(-c2ccccc2)c(C)s1 | u | x
O=C(NNC(=O)c1cc(-c2ccccc2)n(-c2ccccc2)n1)c1cccc([N+](=O)[O-])c1 | 20% | 9
CC(=O)N=c1sccn1CC(=O)c1ccc([N+](=O)[O-])cc1 | -20% | -1
Fc1ccc(CN2CCCN(C(=S)Nc3ccc(F)cc3)CC2)cc1 | 18% | 9
Cc1cc(C)c(NC(=S)N(CCN(C)C)Cc2cccs2)c(C)c1 | 2% | 4
O=C(CCN1C(=O)C2CC=CCC2C1=O)Nc1nc(-c2ccc(F)c(F)c2)cs1 (stereo not drawn) | u | x
COc1ccc(-c2noc(=O)n2Cc2ccccc2F)cc1 | u | x
Cc1cc(C)nc(S/C=C/C(=O)c2ccccc2)n1 | u | x
O=C(COC(=O)c1ccc(O)cc1)c1ccc(S(=O)(=O)N2CCCCC2)cc1 | u | x
Cc1oc2c(C)c3oc(=O)c4c(c3cc2c1C)CCCC4 | u | x
COc1ccc(CCNC(=O)CC(Cc2ccc(C)cc2)C(=O)O)cc1OC (stereo not drawn) | 8% | -2
COC(=O)Cc1ccc(NC(=S)NCc2ccc(S(N)(=O)=O)cc2)cc1 | -3% | -5
CCn1c(N2CCN(C(=S)NCC(C)C)CC2)nc2ccccc21 | u | x
COc1ccccc1NC(=O)CCC(=O)Nc1cc(OC)c(NC(=O)c2cccs2)cc1OC | u | x
COc1ccc(OCC(O)CNC(=O)c2c(-c3ccccc3)noc2C)cc1 (stereo not drawn) | -9% | -6
O=C(CCc1c[nH]c2ccccc12)NCCc1ccc2c(c1)OCCO2 | u | x
Cc1cnc(C(=O)OCC(=O)NC2CCCCCC2)cn1 | u | x
COc1ccc(C2CC(=O)C=C(NCc3ccc4c(c3)OCO4)C2)cc1 (stereo not drawn) | u | x
COc1ccc(Cn2c(O)cc(=O)[nH]c2=O)cc1 | 1% | 23
CCOC(=O)c1sc(NC(=O)c2ccc3nc[nH]c3c2)nc1C | i | -25
COc1ccc(NC(=O)CCCSc2nc(-c3ccco3)cc(C(F)(F)F)n2)cc1OC | 0% | -12
CC(=O)N1c2ccc(S(=O)(=O)N3CCCC(C(=O)Nc4ccc(F)cc4)C3)cc2CC1C (stereo not drawn) | -15% | 7
O=C(CCCN1C(=O)C2CCCCN2C1=O)N1CCN(c2ccc([N+](=O)[O-])cc2)CC1 (stereo not drawn) | u | x
CCN(CC)c1ccc(NC(=O)C(C)C)cc1 | 5% | 1
CCCCCN(C(=O)CCC(=O)OC(C)C(=O)Nc1cccc(C#N)c1)c1c(N)n(CCCC)c(=O)[nH]c1=O (stereo not drawn) | u | x
Cc1ccc(Cn2ccc(NC(=O)c3cc(C)on3)n2)cc1 | u | x
N#C/C(=C\c1cccc(Cl)c1)C(=O)c1ccccc1 | u | x
CCOC(=O)C1CCN(Cc2ccc(Cl)c(Cl)c2)CC1 | i | x
CC1CCCCC1NC(=O)CSc1nnnn1-c1ccccc1 (stereo not drawn) | u | x
CCOC(=O)c1c(C)[nH]c(C)c1C(=O)COC(=O)/C=C/c1ccco1 | 19% | -11
COc1cc(C2CC(=O)N3CN(Cc4ccco4)CSC3=C2C#N)ccc1OCc1ccccc1 (stereo not drawn) | u | x
Cc1ccc(CSCc2ccc(C(=O)NCCCN3CCOCC3)o2)cc1 | -1% | x
COc1ccc(C(CC(=O)N2CCCCC2)c2c(O)cc(OC)cc2OC)cc1 (stereo not drawn) | 14% | 7
COc1ccc(CCC(=O)NCC(=O)OCc2ccccc2)cc1 | 3% | 12
O=C(NCc1ccc2c(c1)OCO2)C1CC(c2ccccc2O)=NO1 (stereo not drawn) | 1% | 3
O=C(N/N=C/c1ccc(Br)s1)c1c[nH]c2ccccc12 | u | x
O=C(CSc1nnc(Cc2ccccc2)o1)N1CCOCC1 | u | x
O=c1[nH]c(C(F)(F)F)nc2ccccc12 | 6% | -17
CC1=C(C(=O)OC(C)C)C(c2cn(-c3ccccc3)nc2-c2cccs2)NC(=O)N1 (stereo not drawn) | u | x

An excerpt from above in order of length of the SMILES, largest number first.
SMILES | S3 lipid droplet | S3 lipid droplet cell count max
CCOC(=O)c1c(C)[nH]c(C)c1C(=O)COC(=O)/C=C/c1ccco1 | 19% | -11
O=C(NCc1ccc2c(c1)OCO2)C1CC(c2ccccc2O)=NO1 (stereo not drawn) | 1% | 3
O=c1[nH]c(C(F)(F)F)nc2ccccc12 | 6% | -17

The results go on.
SMILES | S3 lipid droplet | S3 lipid droplet cell count max
C=CCN(c1ccccc1C(=O)O)S(=O)(=O)c1ccc(NC(=O)OC)cc1 | -9% | 1
CCOc1ccc(/C(O)=C2/C(=O)C(=O)N(CCOCCO)C2c2ccccn2)cc1 (stereo not drawn) | 0% | 7
COc1ccc(CC(=O)OCC(=O)c2c(N)n(C)c(=O)n(C)c2=O)cc1OC | u | x
COc1ccc(-c2oc(=O)c3cc(OC)c(OC)cc3c2/C=C/c2cccc([N+](=O)[O-])c2)cc1 | u | x
Cc1cccc(NC(=O)[C@H](C)NC(=O)[C@@H]2Cc3ccccc3CN2C(=O)OC(C)(C)C)c1 | u | x
O=C(NCC(=O)N1CC=C(c2ccccc2)CC1)c1ccco1 | u | x
CCOC(=O)CNC(=O)CSc1nc2nc(C)c(Br)cc2[nH]1 | u | x
Cc1c(C(=O)N(Cc2ccccc2)Cc2cccs2)cnn1-c1ccc(Cl)cc1 | 0% | -19
O=C1CN(C(=O)CN2CCCC2)C(c2ccccc2)c2cc(Br)ccc2N1 (stereo not drawn) | i | x
COc1ccc(C(=O)c2c(C)c3cc(C)ccc3n2CC(O)CN2CCOCC2)cc1 (stereo not drawn) | -1% | x
C[n+]1cnn2c1SCC1(COC1)C2 | u | x
CC(C)(C)c1ccc(-n2nc(C(N)=O)c(O)cc2=O)cc1 | u | x
Cn1cccc1/C=N/NC(=O)CSc1nc2ccccc2n1C | u | x
COC(=O)c1ncccc1SC | u | x
COc1cc(C(C)=O)ccc1Oc1ccc(S(=O)(=O)N2CCOCC2)cn1 | u | x
O=S(=O)(c1ccc(Cl)cc1)N1CCn2c1nc1ccccc12 | i | x
Cc1c(N=C2N=C(NC(=O)c3ccc(F)cc3)c3ccccc32)c(=O)n(-c2ccccc2)n1C | u | x
Cc1[nH]c2ccccc2c1CN1CCN(c2ccccn2)CC1 | u | x
COc1ccc2cc(CN(CCCN3CCOCC3)Cc3nnnn3C3CCCC3)c(=O)[nH]c2c1 | u | x
CCN(CC)C(=O)C1CCN(S(=O)(=O)c2ccc(C3CNC(=O)C3)cc2)CC1 (stereo not drawn) | u | x

Record cards (already shown). Screens in order: S3 lipid droplet | S3 lipid droplet cell count max
COc1ccc(-c2oc(=O)c3cc(OC)c(OC)cc3c2/C=C/c2cccc([N+](=O)[O-])c2)cc1 is listed with u | x
CC(C)(C)c1ccc(-n2nc(C(N)=O)c(O)cc2=O)cc1 is listed with u | x
COc1ccc(CC(=O)OCC(=O)c2c(N)n(C)c(=O)n(C)c2=O)cc1OC is listed with u | x

(listing goes on)
SMILES | S3 lipid droplet | S3 lipid droplet cell count max
O=C(c1ccc(F)cc1)N1CCCC(N2CCN(Cc3ccc4c(c3)OCO4)CC2)C1 (stereo not drawn) | 38% | 12
O=C(c1ccccn1)N1N=C2/C(=C/c3ccccc3)CCCC2C1c1ccccc1 (stereo not drawn) | u | x
CC1CC(C)CN(C(=S)Nc2ccc(SC(F)F)cc2)C1 (stereo not drawn) | 3% | -13
COc1ccc(NC(=O)N2CCN(c3ccc([N+](=O)[O-])cc3)CC2)cc1 | 6% | -10
CCOC(CNC(=O)c1ccc2c(c1)ncn2-c1ccc(F)c(F)c1)OCC | 1% | 0
Cc1cc(NC(=O)CSc2nc3ccccc3[nH]2)n(-c2ccccc2)n1 | -10% | -10
Cc1ccc(CNC(=O)/C(C#N)=C/c2ccc(C)s2)cc1 | 4% | 1
CC(C)=CC1C(C(=O)NCCOc2ccccc2)C1(C)C (stereo not drawn) | u | x
CCCC(=O)Nc1ccc(NC(=O)c2ccccc2)nc1 | -6% | -1
CC(=O)Nc1ccc(S(=O)(=O)NCCC(=O)NCCCc2ccccc2)cc1 | 1.6µM* | 6.6*
Cc1c(NC(=O)CN2CC(C)OC(C)C2)c(=O)n(-c2ccccc2)n1C (stereo not drawn) | u | x
CN(C(=O)CSc1nnnn1-c1ccccc1)C1CCCCC1 | u | x
Cc1ccccc1NC(=S)NNC(=O)c1cccc(Br)c1 | u | x
CCCC(=O)NC(=S)Nc1nc(-c2ccc(OC)cc2)cs1 | 20% | 6
O=C(Nc1ccc(Oc2ccccc2)nc1)C1CCCCN1Cc1cccc(O)c1 (stereo not drawn) | u | x
COc1ccc2c(c1)CCc1c-2nc2ccccc2c1N1CCOCC1 | u | x
COc1ccc(CN2CCN(C(C)C)C(CCO)C2)cc1Cn1cncn1 (stereo not drawn) | 4% | -3
O=C1CCC2=C(CCCC2=O)N1 | 23% | 21
CC1Sc2ccc(S(=O)(=O)N3CCC(C(=O)NCC(C)c4ccccc4)CC3)cc2NC1=O (stereo not drawn) | 22% | x
CN(C)S(=O)(=O)c1ccc(NC(=O)c2cc3ccccc3o2)cc1 | u | x

Fetched by compound from the list above:
SMILES | S3 lipid droplet | S3 lipid droplet cell count max
CC(C)=CC1C(C(=O)NCCOc2ccccc2)C1(C)C (stereo not drawn) | u | x
O=C(Nc1ccc(Oc2ccccc2)nc1)C1CCCCN1Cc1cccc(O)c1 (stereo not drawn) | u | x
Cc1c(NC(=O)CN2CC(C)OC(C)C2)c(=O)n(-c2ccccc2)n1C (stereo not drawn) | u | x

Later entries
SMILES | S3 lipid droplet | S3 lipid droplet cell count max
COc1ccccc1-c1cc(-c2ccccc2)nc(SCC(=O)O)c1C#N | u | x
CCOc1ccc(NC(=O)CSc2ncn[nH]2)cc1 | u | x
COCCn1c(-c2ccc(OC)cc2)cnc1N | u | x
Nc1nnc(SCC(=O)Nc2nnc(-c3ccccc3)o2)s1 | 6% | 13
N#C/C(=C\c1ccc(-c2cccc([N+](=O)[O-])c2)o1)C(=O)N1CCOCC1 | u | x
CCOc1ccccc1NC(=S)Nc1ccc(S(N)(=O)=O)cc1 | 18% | 5
O=C(NCc1ccccc1)c1ccc(S(=O)(=O)NCc2ccco2)cc1 | u | x
CC(=O)Nc1ccc(NC(=O)CSc2nnc3ccc(-c4ccccn4)nn23)cc1 | 29%[0.0737 µM] | x
CC(=O)Nc1ccc(/C=C/C(=O)c2ccc3c(c2)OCCO3)cc1 | u | x

An excerpt; count on the stated rates, not on these rows.
